Source: PubChem BioAssay
HePTP inh: blocks human HePTP tyrosine phosphatase; recombinant HePTP phosphatase activity, OD absorbance; inhibition, % at 20 µM; P35236; AID 521; 110,000 tested, 0.64% active; in the data active means inhibition above about 50%;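 further: plate controls were vehicle for no effect and reference inhibitor for full effect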
Target sequence (P35236 whole entry, looked up): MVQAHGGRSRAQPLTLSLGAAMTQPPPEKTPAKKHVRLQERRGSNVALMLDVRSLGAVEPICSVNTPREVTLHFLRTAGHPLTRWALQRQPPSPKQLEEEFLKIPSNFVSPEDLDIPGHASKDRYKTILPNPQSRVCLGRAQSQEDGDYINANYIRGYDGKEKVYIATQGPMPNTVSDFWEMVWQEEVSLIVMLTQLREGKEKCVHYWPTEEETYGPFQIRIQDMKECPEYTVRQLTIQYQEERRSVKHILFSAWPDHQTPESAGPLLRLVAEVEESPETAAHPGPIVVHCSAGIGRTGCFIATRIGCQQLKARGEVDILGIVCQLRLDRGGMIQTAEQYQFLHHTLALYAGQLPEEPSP
BAP1 block: human BAP1 deubiquitinase inhibition; AID 436; Q92560; activity remaining (% of control), % at 20 µM; 72,000 tested, 0.48% active; recombinant BAP1, Ub-AMC hydrolysis fluorescence kinetic; stronger effect = lower value;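 active means activity remaining at or below 50% of control, provided the compound also passes the data quality filters; inactive means the rest, including low values that fail the filters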;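 further: 100% = DMSO wells rate and 0% = substrate alone blank rate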
An asterisk follows results filed as active; i = inactive; nt = no result given; & = joins results of further samples.

SMILES	HePTP inh	BAP1 block
CCC(=O)Nc1c(C)n[nH]c1C	nt	115
CN(C)Cc1nc2c(c(=O)[nH]1)C1(CCCCC1)Cc1ccccc1-2	3	127
OCCCNC(Nc1ccccc1)=C(c1ccccc1)c1ccccc1	8	nt
CCOC(=O)C(=CNc1ccc(O)cc1)C(=O)OCC	9	nt
Cc1cc(=O)oc(C)c1C(=O)n1nc(C)c2c1C[C@@H]1[C@H]2C1(C)C	0	92
CCOc1cccc(C(=O)Nc2ccccc2N2CCN(C(=O)C(C)C)CC2)c1	-10	92
CCOc1ccc(/C=C2\C(=O)NC(=S)N(c3ccccc3C)C2=O)cc1Cl	7	nt
CCOc1ccc(N(CC(=O)N2CCCC2)S(=O)(=O)c2ccc(Cl)cc2)cc1	-11	nt
CN(C)/C=N/c1cnc(C(=O)c2ccc(Cl)cc2)n1C	0	77
NC(=O)COc1ccc2c3c(c(=O)oc2c1)CCCCC3	2	169
Cc1c(C2CC(=O)N(c3ccccc3)C2=O)[nH]n(-c2ccccc2)c1=O (centres undefined)	7	81
CCCNc1c(N)cc(C(F)(F)F)cc1[N+](=O)[O-]	nt	61
CC1=NS(=O)(=O)c2cc(Cl)ccc2N1	8	137&99
O=c1cc(NCc2ccco2)c2ccccc2o1	6	nt
C=CCn1c(O)c(C(CC)=NCc2cccnc2)c(=O)[nH]c1=O	-4	102
CC12CN3CC(C)(CN(C1)C(=O)c1ccccc1C3=O)C2=O	6	nt
Cc1oc(-c2ccc(Cl)cc2)cc1-c1nn2c(-c3ccoc3C)nnc2s1	36	nt
CCCCCn1c(N2CCC(Cc3ccccc3)CC2)nc2c1c(=O)[nH]c(=O)n2C	0	104
CCN(CC)C(C(=O)Nc1ccc2c(c1)OCO2)c1ccccc1 (centres undefined)	-2	94
Cc1ccn2c(-c3csc(Nc4cccc(C(=O)O)c4)n3)c(C)nc2c1	8	nt
CCCC(=O)NC1=C(C#N)C2(CCCC2)Cc2ccccc21	1	82
CCCn1cc(NC(=O)C2CC(c3cccc(Br)c3)=NO2)cn1 (centres undefined)	14	134
O=C(CSc1nnnn1Cc1ccccc1)Nc1ccc2c(c1)OCO2	-4	99
COc1ccc(/C=C/C(=O)c2ccc(S(=O)(=O)NCc3cccnc3)cc2)cc1	1	nt
Cc1ccc(OCC(=O)Nc2cccc(S(N)(=O)=O)c2)cc1C	3	nt
CCOC(=O)c1sc(N=NC2=C(O)CCCC2=O)c(C(=O)OCC)c1C	11	nt
CS(=O)(=O)N1CCN(c2ccccc2NC(=O)c2cccnc2)CC1	1	138
O=C(COc1ccccc1[N+](=O)[O-])N/N=C/c1cc2c(cc1Br)OCO2	0	nt
Cn1c(-c2ccc(CN3CCCCC3)o2)nc2ccccc21	-10	97
Cc1c(C(=O)NCc2ccc3c(c2)OCO3)sc2nc(-c3ccc(F)cc3)cn12	2	66
O=C(Cn1nc(-c2ccccc2)ccc1=O)NCCN1CCN(Cc2ccccc2)CC1	9	85
COc1ccc2oc(=O)c(C(=O)O)cc2c1	10&2	109
Cc1n[nH]c(=O)nc1NCc1ccc(Cl)cc1	8	90
O=C(Nc1cccc(Cl)c1Cl)c1ccccc1	-4	nt
Cc1nc2c(sc3nc4c(cc32)COC(C)(C)C4)c(=O)n1CC(=O)NCc1ccco1	-14	nt
COc1ccc(C(=O)N2CCN(C3CCCCC3)CC2)c(OC)c1	7	112
COc1cc(/C=N/n2cnnc2)ccc1OCCOc1ccccc1	7	86
O=C(Nc1ccc(-c2ccc(NC(=O)c3ccccc3)cc2)cc1)c1ccccc1	-3	nt
Cn1c(=NC(=O)CSCC(=O)N2CCCCC2)sc2ccccc21	-2	120
CC(C)c1ccc(N2C(=O)NC(=O)/C(=C/c3ccc(O)cc3)C2=O)cc1	-7	nt

Profiles, quoted from the list:
`OCCCNC(Nc1ccccc1)=C(c1ccccc1)c1ccccc1` in the list: HePTP inh: 8; BAP1 block: nt
`Cc1c(C2CC(=O)N(c3ccccc3)C2=O)[nH]n(-c2ccccc2)c1=O` (centres undefined) in the list: HePTP inh: 7; BAP1 block: 81

(cont.)
SMILES	HePTP inh	BAP1 block
Cc1ccccc1-c1nc(CS(=O)CC(=O)NCc2ccccc2)c(C)o1 (centres undefined)	7	91
Cn1nc(C(=O)NC2CCCCCC2)ccc1=O	2	82
O=C(Nc1ccc(Oc2ccccc2)cc1)C1COc2ccccc2O1 (centres undefined)	-7	nt
CCN(CC)CCCC(C)Nc1nc(C)nc2ccccc12 (centres undefined)	nt	109
Cc1ccc(C(=O)Nc2ccc(NC(=O)c3cccc(Cl)c3)cc2)cc1C	-7	nt
Cc1ccc2nc(NC(=O)C3CCN(S(=O)(=O)c4cccs4)CC3)sc2c1	6	nt
CC(C)c1ccc2c(c1)c1c3n2CCNC3CCC1 (centres undefined)	7	nt
CC1=C(C(=O)OCCOC(C)C)C(c2ccc([N+](=O)[O-])cc2)C2=C(CC(C)(C)CC2=O)N1 (centres undefined)	nt	57
COc1ccc(CCNC(=O)c2sc3cc(C)ccc3c2Cl)cc1	2	nt
Cc1cc(-c2nc3c4c5c(sc4[nH]c(=O)n3n2)CCC5)c(C)o1	40	nt
O=c1[nH]c2ccccc2nc1NCCN1CCOCC1	-7	67
C=CCn1c(SCC(=O)N2CC(=O)Nc3ccccc32)nc2scc(-c3cccs3)c2c1=O	6	nt
CCOC(=O)c1c(NC(=O)CN2CCOCC2)sc2c1CCC/C2=N\O	-2	nt
COc1ccc(C2C(C(=O)OC3CCCCCC3)=C(C)NC3=C2C(=O)CC(C)(C)C3)c(OC)c1OC (centres undefined)	7	nt
O=C(CSCc1ccc(Cl)cc1Cl)Nc1ccc(O)cc1C(=O)O	-4	nt
CCOCCOC(=O)c1ccc(NC(=O)COc2ccc(C)cc2Br)cc1	-12	nt
Cc1ccc(-n2nc3cc(C)c(NC(=O)c4cccc(Br)c4)cc3n2)cc1	5	nt
COc1ccc(/C=C/C(=O)OCc2ccc([N+](=O)[O-])cc2)cc1S(=O)(=O)NCC1CCCO1 (centres undefined)	-8	nt
CCCCNCCCOc1cc(Cl)ccc1Cl	-3	nt
CC(C)(C)NC(=O)CN(Cc1ccccc1)S(=O)(=O)c1ccc(Br)cc1	6	nt
COCCOC(=O)c1ccc(NC(=O)COc2ccc(C)cc2)cc1	8	nt
CC(C)(C)c1ccc(OCCOc2ccc(C=C3C(=O)NC(=O)NC3=O)cc2)cc1	-10	nt
O=C(Nc1ccc(C2CCCCC2)cc1)C1CCN(c2ncccn2)CC1	-2	53
COc1ccc(C)cc1-n1nnnc1SCc1csc(C)n1	-4	93
O=c1cc(N2CCN(Cc3ccccc3)CC2)c2ccccc2n1-c1ccccc1	-6	nt
O=S(=O)(c1ccc(C2CCCCC2)cc1)N1CCN(c2ncccn2)CC1	7	71
Cc1cccc(-c2nc(C#N)c(NC3CCCCC3)o2)c1	9	73
O=C(C1CC1)N1CCc2cc(Br)cc(S(=O)(=O)NCc3ccccn3)c21	11	nt
O=S(=O)(c1ccccc1)N1CCN(CC(O)COc2ccc3c(c2)CCC3)CC1 (centres undefined)	7	117
CC(C)(C)c1ccc(OC(=O)c2ccc([N+](=O)[O-])cc2)cc1	nt	58
COc1ccc(-c2cc3cc(OC)c(OC)cc3c(-c3ccccc3Cl)n2)cc1OC	-15	nt
COc1ccc([N+](=O)[O-])cc1NCc1ccc(OC)c(OC)c1OC	-2	nt
c1ccc(CCNc2ccnc3cc4ccccc4cc23)cc1	-11	nt
COC(=O)CSc1cc(C)nc(NC(C)=O)n1	8	104&126
CCCCn1c(O)c(C2=c3ccccc3=NC2=O)sc1=S	-13	nt
Cc1ccnc(NC(=O)COc2ccc(C)cc2C)c1	-24	nt
CCN(CC)S(=O)(=O)c1ccc(-c2nnc(SCc3nnc(-c4ccc(C)cc4)o3)o2)cc1	2	84
Cc1nnc(N2CCN(c3ccccc3)CC2)[nH]c1=O	9	79
O=C(Nc1ccc2c(c1)OCCO2)C1CCCN(S(=O)(=O)c2cnc[nH]2)C1 (centres undefined)	1	96
COc1ccc(/C=C2/SC(N3CCOCC3)=NC2=O)cc1	6	nt

Structures listed so far that have fluorine:
SMILES	HePTP inh	BAP1 block
CCCNc1c(N)cc(C(F)(F)F)cc1[N+](=O)[O-]	nt	61
Cc1c(C(=O)NCc2ccc3c(c2)OCO3)sc2nc(-c3ccc(F)cc3)cn12	2	66

Nothing new here: 7 of the compounds above.
SMILES	HePTP inh	BAP1 block
COc1ccc([N+](=O)[O-])cc1NCc1ccc(OC)c(OC)c1OC	-2	nt
c1ccc(CCNc2ccnc3cc4ccccc4cc23)cc1	-11	nt
COC(=O)CSc1cc(C)nc(NC(C)=O)n1	8	104&126
CCCCn1c(O)c(C2=c3ccccc3=NC2=O)sc1=S	-13	nt
Cc1ccnc(NC(=O)COc2ccc(C)cc2C)c1	-24	nt
CCN(CC)S(=O)(=O)c1ccc(-c2nnc(SCc3nnc(-c4ccc(C)cc4)o3)o2)cc1	2	84
Cc1nnc(N2CCN(c3ccccc3)CC2)[nH]c1=O	9	79

Next part.
SMILES	HePTP inh	BAP1 block
COc1cc(/C=N\Nc2nnc(-c3ccccc3)c(=O)[nH]2)cc([N+](=O)[O-])c1O	0	nt
O=C(CN1C(=O)c2ccccc2C1=O)OCN1C(=O)c2ccccc2C1=O	-3	158
NC(=O)C(F)(F)C12OC3C4C5CC(C6C5C3C61)C42 (centres undefined)	8	127
CCOc1ccc(-c2nn3c(-c4ccc(OC)cc4)nnc3s2)cc1	10	110
O=C1NC(=O)/C(=C/c2ccc(-c3ccc(O)c(C(=O)O)c3)o2)S1	102*	nt
O=C1CC(c2ccc(F)cc2)C2=C(CCCC2=O)N1 (centres undefined)	5	122
Cc1cc(/C=C2/NC(=S)NC2=O)c(C)n1-c1cccnc1	-14	nt
Cc1ccc(NC(=O)CCCOc2ccccc2)c(Br)c1	1	nt
CC(=O)c1sc(NC(=O)c2cccc([N+](=O)[O-])c2)nc1C	-16	nt
COc1ccc([N+](=O)[O-])cc1-c1ccc(/C=c2/sc3nc4cc(C)c(C)cc4n3c2=O)o1	-13	nt
CSc1ccccc1NC(=O)Cn1c(-c2cscn2)nc2ccccc21	10	78
CCCOc1ccc(NC(=O)c2c(-c3ccccc3)noc2C)cc1	1	95
CC(=O)N[C@@H](Cc1c[nH]c2ccccc12)C(=O)OCc1cc(C(F)(F)F)cc(C(F)(F)F)c1	nt	84
CCCCC(=O)Nc1ccc(F)c(Cl)c1	6	54
C=CCc1cccc2cc(C(=O)Nc3ccc([N+](=O)[O-])cc3C)c(=O)oc12	12	nt
CCN1CC=C2C(C#N)=C(N)C(C#N)(C#N)C(c3cc(Cl)ccc3Cl)C2C1 (centres undefined)	2	56
O=C1CC(NC2CCCCC2)C(=O)N1c1ccccc1 (centres undefined)	-7	nt
CCC(C)NC(=O)CSc1nc2n[nH]c(C)c2c(=N)n1-c1ccc(OC)cc1 (centres undefined)	-1	98
O=[N+]([O-])c1ccc(N2CCOCC2)cc1N1CCCC1	12	nt
Cc1ccc(C(=O)Nc2nc(C34CC5CC(CC(C5)C3)C4)c(C)s2)cc1	11	nt
CCN(CC)CCCN1C(=O)CSC1c1ccc2c(c1)OCO2 (centres undefined)	8	106
O=[N+]([O-])c1ccc(N2CCN(S(=O)(=O)c3ccc(F)cc3)CC2)cc1	6	nt
CC(C)Oc1cccc(-c2cc(C(=O)N3CCN(S(C)(=O)=O)CC3)c3ccccc3n2)c1	-9	72
CC(=O)c1ccc(NC(=O)C2CCN(S(=O)(=O)c3cccc4cccnc34)CC2)cc1	9	86
Cc1sc2ncnc(Nc3ccncc3)c2c1C	-3	nt
COC(=O)c1ccccc1NC(=O)c1ccc(C)cc1	9	nt
CCOC(=O)Cc1c(C)nc2c(-c3ccccc3)c[nH]n2c1=O	-8	nt
Nc1nc(CSc2nnnn2-c2ccc(F)c(Cl)c2)nc(N2CCOCC2)n1	5	105
O=C(CNc1cccc(Br)c1)c1ccc([N+](=O)[O-])cc1	2	nt
Cc1ccc2c(CSc3nc4ccccc4c(=O)n3CCCO)cc(=O)oc2c1	9	118
CCCc1cc(=O)oc2c(CN3CCCC3)c(O)c(Cl)cc12	3	i
COCc1nnc(NC(=O)c2ccc(NC(=O)C(C)C)cc2)s1	6	76
O=C(Nc1cccnc1)c1cc(S(=O)(=O)N2CCOCC2)ccc1Cl	10	nt
CCc1ccc(NC(=O)C2CC=CCC2C(=O)O)cc1 (centres undefined)	6	nt
COc1ccc(C(=O)N2CCCC(c3ccccc3)C2)cc1 (centres undefined)	2	123
CSc1ccc(CNc2ccccn2)cc1	8	104
Cc1cc(=O)oc2c1c(C)nn2-c1cc(Cl)ccc1Cl	0	nt
CC(=O)CC(C)(C)Nc1ccccc1	13	nt
COc1ccc(CCN2C(=O)C3C4c5ccccc5C(C)(c5ccccc54)C3C2=O)cc1OC (centres undefined)	0	65
CCC(=NCc1ccccc1)C1=C(O)C(C(=O)OC)C(C)(C)CC1=O (centres undefined)	10	104
COc1ccc(C2C(C#N)=C(N)Oc3n[nH]c(C)c32)cc1Cn1nnc2ccccc21 (centres undefined)	10	97
CCn1c(C(=O)NCCCc2ccccc2)cc2sccc21	4	110
